Source: PubChem (several laboratories)
PP5 inh – PP5 phosphatase inhibitors, primary screen, biochemical, fluorescence | purified PP5c, OMFP substrate fluorescence | AID 1987, 2009 | inhibition, % at 6.7 µM | 320,000 tested, 0.18% active;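 active = inhibition above the campaign's mean inhibition across all tested compounds plus 3 SD, cut at about 9.5% in these data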;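 note: 0% = DMSO only and 100% = 100 µM cantharidin control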
Efflux pump inh – inhibitors of Candida efflux pumps in yeast, primary screen, S. cerevisiae, Nile Red, multiplex; S. cerevisiae Candida pump triplex; inhibition, % at 10 µM; 330,000 tested, 0.44% active; AID 485275, 2010;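 active = plate passing quality check with inhibition over a set limit, or well fluorescence over plate mean plus 4 SD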;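 note: Nile Red retained in pooled yeast measured as flow cytometry median fluorescence; 0% = buffer negative control and 100% = Enniatin B positive control; higher means more Nile Red kept so more efflux inhibition; some compounds called inactive have numbers as strong as hits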
TPT1 inhibitor – Candida albicans TPT1 enzyme inhibitors, primary screen, biochemical, fluorescence polarization. recombinant caTPT1, FP RNA substrate dephosphorylation. inhibition, % at 5 µM. 300,000 tested, 0.81% active;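 active = inhibition above the mean of all tested compounds plus 3 SD, set per screening campaign, cut at about 24% in these data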;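 note: plate controls were DMSO alone for no effect and ferristatin control at 100 nM for full effect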
PP1 counter – PP1-alpha phosphatase inhibitors, primary screen, counter-screen for PP5 inhibitor project, biochemical, fluorescence, OMFP substrate, single point; Serine/threonine-protein phosphatase PP1-alpha catalytic subunit (Homo sapiens), P62136; AID 2235, 2010; 320,000 tested, 0.9% active; inhibition, % at 6.7 µM; purified PP1alpha;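 active = inhibition above the mean inhibition of all tested compounds plus 3 SD, computed separately for each screening campaign, cut at about 15% in these data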
Target sequence (P62136 whole entry, looked up): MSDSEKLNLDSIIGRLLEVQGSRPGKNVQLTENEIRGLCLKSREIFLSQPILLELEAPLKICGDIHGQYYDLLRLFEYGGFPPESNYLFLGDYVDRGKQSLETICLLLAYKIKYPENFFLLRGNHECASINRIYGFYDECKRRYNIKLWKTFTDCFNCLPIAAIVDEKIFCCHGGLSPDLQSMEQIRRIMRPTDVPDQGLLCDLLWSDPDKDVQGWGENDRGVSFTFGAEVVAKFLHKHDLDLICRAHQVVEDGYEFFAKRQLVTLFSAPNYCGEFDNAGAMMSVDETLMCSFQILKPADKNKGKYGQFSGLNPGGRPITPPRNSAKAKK
GASC-1 inh – inhibitors of GASC-1 histone demethylase, primary screen, biochemical, fluorescence, DELFIA europium | Lysine-specific demethylase 4C (Homo sapiens), Q9H3R0 | GST-JMJD2C(1-420) H3K9me3 demethylation | inhibition, % at 2.35 µM | 330,000 tested, 0.069% active;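 active = more than half of a compound's replicate wells show inhibition beyond 50%, single wells judged on their own value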;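 note: signal counts dimethyl H3K9 product captured on neutravidin plate; 0% = median of DMSO wells and 100% = 0.3 times that DMSO median; strong numbers were not always called active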
Target sequence (Q9H3R0 1-420 limits assumed): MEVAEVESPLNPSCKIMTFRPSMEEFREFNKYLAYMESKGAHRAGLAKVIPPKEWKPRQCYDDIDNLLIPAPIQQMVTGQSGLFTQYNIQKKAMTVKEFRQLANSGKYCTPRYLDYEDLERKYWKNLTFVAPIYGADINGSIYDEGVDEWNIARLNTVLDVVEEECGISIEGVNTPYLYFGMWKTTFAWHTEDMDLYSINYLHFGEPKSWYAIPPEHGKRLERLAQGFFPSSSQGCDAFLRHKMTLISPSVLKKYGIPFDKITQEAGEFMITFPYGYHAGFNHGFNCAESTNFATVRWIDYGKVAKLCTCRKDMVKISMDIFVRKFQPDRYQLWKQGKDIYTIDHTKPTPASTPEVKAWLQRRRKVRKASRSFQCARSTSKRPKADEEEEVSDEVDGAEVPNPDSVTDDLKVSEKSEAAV
LYPLA2 inh – LYPLA2 inhibitors, primary screen, counter-screen for PME1 inhibitor project, biochemical, fluorescence polarization, FP-Rh probe ABPP. Acyl-protein thioesterase 2 (Homo sapiens), O95372. recombinant LYPLA2. inhibition, % at 5.9 µM. 320,000 tested, 0.38% active. AID 2177, 2009;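 active = inhibition above the screen-wide mean plus 3 SD, limit set per campaign, cut at about 26% in these data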;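 note: 0% = LYPLA2 with DMSO and 100% = wells lacking LYPLA2 enzyme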
Target sequence (O95372 whole entry, looked up): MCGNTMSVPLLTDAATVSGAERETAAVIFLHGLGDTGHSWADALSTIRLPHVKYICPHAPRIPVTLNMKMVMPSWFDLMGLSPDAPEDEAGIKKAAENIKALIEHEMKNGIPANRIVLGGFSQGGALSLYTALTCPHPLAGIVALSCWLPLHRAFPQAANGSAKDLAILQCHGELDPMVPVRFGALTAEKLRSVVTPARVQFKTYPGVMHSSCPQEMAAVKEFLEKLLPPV
Fh CTSL1 inh – Fasciola hepatica cathepsin L1 inhibitors, primary screen, counter-screen for PFM18AAP inhibitor project, biochemical, QFRET, fluorogenic peptide substrate; recombinant F. hepatica cathepsin L1, Z-Leu-Arg-MCA fluorescence; inhibition, % at 5.96 µM; 300,000 tested, 0.49% active;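 active = inhibition above the mean of all tested compounds plus 3 SD, set per screening campaign, cut at about 17% in these data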;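 note: 0% = plate median of test compound wells and 100% = 1 µM Z-Phe-Ala-diazomethylketone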
PREPL inhibitor – PREPL enzyme inhibitors, primary screen, biochemical, fluorescence polarization; inhibition, % at 5.96 µM; 320,000 tested, 0.68% active; recombinant PREPL, fluorescence polarization activity-based probe; AID 2751, 2010; in the data active = inhibition above about 43%;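 note: 0% = enzyme with DMSO and 100% = wells lacking enzyme; many of its hits are not listed in these tables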
HCV core dimer – inhibitors of HCV core protein dimerization, primary screen, biochemical, TR-FRET, high-throughput; AID 1899, 2009; TR-FRET GST/Flag-core106 dimerization, 1536-well; 300,000 tested, 0.33% active; inhibition, % at 5 µM;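 active = inhibition above the mean of all tested compounds plus 3 SD, set per screening campaign, cut at about 45% in these data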
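Material: Tagged HCV core106 pair (GST and Flag) | Amount: GST-core106 13.5 nM, Flag-core106 17 nM | Medium: KF-containing HEPES buffer, pH 7.45, DTT, CHAPS, BSA | Reagent: Eu donor and XL665 acceptor anti-tag antibodies | Schedule: 4 h at 22.5 °C | Technique: Time-resolved FRET, ex 340 nm, em 617 and 671 nm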
Active calls of the source: *; nt = no result given. Not all compounds are listed; the hit share may differ from the screen's.

SMILES	PP5 inh	Efflux pump inh	TPT1 inhibitor	PP1 counter	GASC-1 inh	LYPLA2 inh	Fh CTSL1 inh	PREPL inhibitor	HCV core dimer
COc1ccc(CN(C)C(=O)c2ccc(NS(=O)(=O)c3ccc(F)cc3)cc2)c(OC)c1	2.1	3.6	5	-10	8	-8	4	3	10
CCCCCN(C(=O)CSc1n[nH]c(-c2ccc(C)cc2)n1)c1c(N)n(CCCC)c(=O)[nH]c1=O	1.6	-0.1	-3	-3	3	1	4	-7	3
CCn1c(CC(=O)Nc2ccc(Cl)c(Cl)c2)nnc1SCc1ccc(C)cc1	1.3	0.4	-1	6	-4	-1	-2	-5	-4
O=C(NCCC1CCCCN1S(=O)(=O)c1ccc(F)cc1)C(=O)NCc1ccccn1 (configuration not stated)	-0.8	0.0	-1	-6	4	0	1	-15	0
NC(=O)c1cc(N=Nc2c(N)[nH]n(-c3c(Cl)cc(Cl)cc3Cl)c2=O)ccc1Cl	3.5	0.1	0	-2	-1	0	5	0	-10
CCCN1Cc2cccc(C(=O)N3CCN(c4cc(Cl)ccc4C)CC3)c2C1=O	2.8	0.0	0	-4	-14	2	2	20	23
CCOC(=O)C[C@H]1c2cc(F)ccc2S(=O)(=O)N1Cc1ccc(OC)cc1	-0.7	0.1	0	-4	27	1	-5	3	17
Cc1nc2ccc(S(=O)(=O)NCC(=O)N3CCC(N4CCCCC4)CC3)cc2s1	-1.5	0.0	0	-1	0	4	0	9	-1
Cc1ccccc1NC(=O)Nc1ccccc1C(N)=O	4.8	0.2	4	3	-4	3	-3	2	-2
CCN(CC)C(=O)c1nc[nH]c1C(=O)N(CC)CC	-2.3	-0.2	nt	-1	1	8	nt	1	nt
Fc1ccc(Cn2c(SCc3ccc(F)c(F)c3)nnc2C(F)(F)F)cc1	4.4	-0.3	3	2	2	5	2	-14	7
Cc1ccc(C(NC(=O)N2CCOCC2)C(Cl)Cl)cc1F (configuration not stated)	2.8	0.1	2	-6	20	9	-5	1	-3
C/C(=N\NC(=O)c1c[nH]c2ccccc12)c1ccco1	0.6	-0.1	0	-1	15	-6	3	15	2
Cc1ccc(N2CC(C(=O)Nc3nnc(SCCN4CCOCC4)s3)CC2=O)cc1C (configuration not stated)	2.5	0.2	2	0	4	-6	5	3	28
c1ccc(CNCc2ccc3c(c2)OCO3)nc1	0.3	0.1	-1	-2	0	-3	0	5	1
O=C(O)CCCSc1nccn1-c1ccccc1	3.2	-0.3	4	-4	39	-2	-2	3	0
COc1cccc(Nc2nc(-c3sc(NC(=O)CC(C)C)nc3C)cs2)c1	4.5	0.0	5	-1	-3	-13	-2	14	-1
CC(C)CCn1c(O)c(N=NC(=O)Cn2ccc(C(F)(F)F)n2)c2ccccc21	1.1	0.0	-2	0	1	3	0	1	-2
O=C(NCCc1ccccc1)C1CCCN1C(=O)Nc1ccc(F)cc1 (configuration not stated)	0.3	0.0	-4	-1	8	5	0	-3	-2
N#Cc1ccccc1NC(=O)CN(Cc1ccccc1)Cc1ccccc1	2.1	-0.2	-1	2	7	-5	2	-9	6
CCCC(=O)N(CCN1CCOCC1)c1nc2c(F)cc(F)cc2s1	-1.3	0.0	-3	0	-2	5	0	6	-2
COc1ccc(OC)c(/C=N/NC(=O)c2cc[n+](CC(=O)c3ccccc3)cc2)c1	2.9	-0.2	3	2	4	-6	2	33	-3
O=C(Nc1ccc(CN2CCOCC2)cc1)c1cccs1	2.1	-0.5	-1	0	-4	-6	-1	10	-3
COc1ccc(CSc2n[nH]c(C)n2)cc1Br	-0.2	0.0	1	-4	-1	-1	0	-2	2
Cc1ccc(C(=O)N2CCN(c3ccc(NC(=O)Cc4ccccc4)cc3)CC2)cc1	1.6	0.1	0	1	6	11	4	28	4
COc1ccc(OCc2nc3c4cc(OC)c(OC)cc4nc(=S)n3[nH]2)cc1	-1.0	-0.1	-3	-3	-5	-6	2	7	7
Cc1ccc(-n2nnnc2-c2cnn(-c3cccc(F)c3)c2C(F)(F)F)cc1	1.8	0.0	-1	1	0	1	2	-3	6
Cc1ccc(C(=O)c2coc3ccc(OCC(=O)O)cc23)cc1	-1.3	0.0	3	-2	-3	2	3	3	2
Cc1ccc(NC(=O)OCCN2CCN(S(=O)(=O)c3ccc(C)cc3)CCC2=O)cc1	1.5	0.1	-4	2	-1	0	-1	10	-9
O=S1(=O)C[C@H]2NC(=S)N(c3ccccc3)[C@H]2C1	0.7	0.1	-7	-6	4	5	-4	-4	4
O=C(CNC(=O)c1ccc(Br)o1)Nc1cccc(S(=O)(=O)N2CCCC2)c1	1.7	0.3	1	-17	4	2	-6	7	-4
Cc1cn(C2OC(COC(=O)c3ccccc3)C(O)C2Cl)c(=O)[nH]c1=O (configuration not stated)	-1.1	0.4	-4	-1	47	3	1	18	-5
CC1Cc2ccccc2N1C(=O)COC(=O)/C=C/c1ccc(F)cc1 (configuration not stated)	3.1	0.1	nt	-2	0	1	nt	15	nt
O=C(O)CC(NC(=O)/C(=C/c1ccccc1)NC(=O)c1ccccc1)c1ccccc1 (configuration not stated)	-1.0	0.0	0	-3	-50	-1	-2	-1	-8
COc1ccc(CNc2nc3ccccc3n2C(C)C)c(O)c1	0.9	-0.1	-1	-1	5	3	1	-9	-7
COc1cc(Cl)c(C)cc1NC(=O)CSc1nnc(-c2ccccn2)n1Cc1ccco1	0.1	-0.2	-2	-1	-4	7	1	15	-3
Cc1c(NC(=O)CCC2CCCCC2)c(=O)n(-c2ccccc2)n1C	3.2	-0.2	-2	-5	-10	-1	-2	-2	-7
O=C(CSc1nnc(-c2ccncc2)n1-c1ccccc1Cl)Nc1ccc(C(=O)O)cc1	0.7	0.0	-4	1	5	-8	-1	-10	1
COc1ccc(NS(=O)(=O)c2ccc(F)cc2F)cn1	0.7	0.2	-5	-1	-15	2	0	9	-6
N#Cc1ccsc1NC(=O)CN1CCN(Cc2ccccc2)CC1	3.8	0.8	11	1	24	25	0	8	34
CC(=O)N1CCN(C(=O)c2ccc(NS(=O)(=O)c3cc(C)ccc3C)cc2)CC1	-0.2	0.0	-2	-5	-10	2	-3	-3	3
COC(=O)c1cnn(-c2ccc(C)c(C)c2)c1-n1cccc1	1.5	-0.1	2	0	2	-6	-1	-1	4
CCOC(=O)C1CCCN(S(=O)(=O)CCNC(=O)c2ccc(F)cc2)C1 (configuration not stated)	-0.9	-0.1	2	-5	0	7	-3	5	2
CCCC(=O)N(Cc1cc(=O)[nH]c2ccccc12)c1ccccc1	-2.6	-0.1	-1	2	-1	3	4	0	3
CC(C)N1CCc2c(sc(NC(=O)c3ccc(S(=O)(=O)N4CCCCC4C)cc3)c2C(N)=O)C1 (configuration not stated)	-0.7	-0.2	19	1	4	9	1	9	5
CCN(CC)S(=O)(=O)c1cc(C(=O)OC(C)C(=O)NCc2ccco2)ccc1C (configuration not stated)	1.4	0.4	nt	0	2	2	nt	13	nt
CCCCN(C(=O)CSCc1ccc(C)cc1)c1c(N)n(CCC)c(=O)[nH]c1=O	-0.9	-0.6	-2	0	18	-1	1	0	6
COc1cc(C2N(c3cccc(Cl)c3)C(=O)C3CCCN32)cc(OC)c1OC (configuration not stated)	0.4	0.1	-1	-8	-11	-4	2	6	1
CCOc1ncccc1C(=O)Nc1cc(S(=O)(=O)N2CCCCC2)ccc1OC	0.1	-0.3	nt	-2	nt	-9	nt	1	nt
CCCCCCC(=O)N(O)C1CC(=O)N(c2ccc(Br)cc2)C1=O (configuration not stated)	3.0	-0.1	4	2	-9	-8	-14	1	3
CCOC(=O)N1CCC(=NNc2ccc(S(N)(=O)=O)cc2[N+](=O)[O-])CC1	2.7	0.2	-1	1	-3	6	-2	-6	-5
Cc1ccccc1C(=O)NC1CCN(Cc2ccccc2)CC1	-0.2	-0.1	-1	4	1	2	3	0	4
CCCCNC(=O)CSc1nnc(Cc2ccc(Cl)c(Cl)c2)c(=O)[nH]1	-0.4	-0.2	-1	-4	30	0	4	0	13
CCCn1c(N)c(C(c2ccc(C(=O)OC)cc2)N2CCN(c3ccccc3)CC2)c(=O)[nH]c1=O (configuration not stated)	2.1	0.6	4	-8	-7	-4	4	15	-10
Cc1c(NC(=O)COC(=O)/C=C/c2cccc(Br)c2)c(=O)n(-c2ccccc2)n1C	-0.1	0.8	nt	-1	14	-2	nt	6	nt
COc1ccc(NC(=O)C2CCCN(c3nccc(C)n3)C2)cc1 (configuration not stated)	-3.3	-0.1	-3	-1	1	5	-1	2	-1
Cc1ccc(C(C)C)c(OCc2ccc(C(=O)N/N=C/c3ccc(O)c(O)c3)cc2)c1	7.1	0.1	-2	4	-12	3	-1	25	14
Cc1cc2ncn(C3CC(=O)N(Cc4ccccc4)C3=O)c2cc1C (configuration not stated)	1.7	0.1	-4	-3	188	0	4	-3	1
Cc1nc(C(=O)Nc2cc(F)cc(Cl)c2)sc1C1(C)CC(c2ccccc2)=NO1 (configuration not stated)	1.1	nt	-1	9	-3	-6	-1	-7	9
S=c1nc(-c2csc3c2CCCC3)[nH][nH]1	-1.6	-0.3	2	1	-6	1	0	18	0

Reprinted at random: two compounds from above
SMILES	PP5 inh	Efflux pump inh	TPT1 inhibitor	PP1 counter	GASC-1 inh	LYPLA2 inh	Fh CTSL1 inh	PREPL inhibitor	HCV core dimer
COc1cc(C2N(c3cccc(Cl)c3)C(=O)C3CCCN32)cc(OC)c1OC (configuration not stated)	0.4	0.1	-1	-8	-11	-4	2	6	1
Cc1nc(C(=O)Nc2cc(F)cc(Cl)c2)sc1C1(C)CC(c2ccccc2)=NO1 (configuration not stated)	1.1	nt	-1	9	-3	-6	-1	-7	9

Additional results:
SMILES	PP5 inh	Efflux pump inh	TPT1 inhibitor	PP1 counter	GASC-1 inh	LYPLA2 inh	Fh CTSL1 inh	PREPL inhibitor	HCV core dimer
Cc1ccccc1NC(NC(=O)c1cccnc1)C(Cl)(Cl)Cl (configuration not stated)	-1.7	1.6	0	-4	10	4	6	7	-6
Nc1cc(=O)[nH]c(=O)n1Cc1ccccc1	2.3	nt	0	-3	-3	0	-6	14	-13
CNC[C@H](NC[C@@H](NCCCc1ccccc1)c1ccccc1)[C@H](C)O	3.3	0.1	-2	0	7	10	1	-11	-12
Cc1ccc(/C=N/Nc2nc3ccccc3s2)o1	3.0	-0.2	0	-5	-11	4	3	30	-8
O=C(N/N=C/c1ccc([N+](=O)[O-])o1)c1cc(-c2ccc(-c3ccccc3)cc2)nc2ccccc12	4.2	0.4	2	27*	13	-26	1	17	67*
C[N+](C)(C)CC=O	1.7	0.0	-4	-2	nt	4	-4	-3	4
CCN(Cc1ccccc1)C(=O)c1cc(S(=O)(=O)N2CCOCC2)cn1C	0.5	0.3	2	-4	-28	0	0	20	1
Cn1ccnc1SCC(=O)Nc1cccc(S(=O)(=O)N2CCCCC2)c1	-0.8	0.1	-1	-5	8	-1	-3	-1	-1
O=[N+]([O-])c1cccc(/C=N/NC2=NS(=O)(=O)c3ccccc32)c1	-1.5	0.0	0	-3	-12	5	1	-5	3
